Screens (PubChem BioAssay)
STK33 kinase inh = blocks human STK33 kinase activity; AID 2661; inhibition, % at 10 µM; 0.073% of 320,000 active; Q9BYT3; purified STK33, MBP phosphorylation, ADP-Glo luminescence;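 active means inhibition at or above 25%, using the most active replicate where run in duplicate; inactive means inhibition below 25%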
Target sequence (Q9BYT3 whole entry, looked up): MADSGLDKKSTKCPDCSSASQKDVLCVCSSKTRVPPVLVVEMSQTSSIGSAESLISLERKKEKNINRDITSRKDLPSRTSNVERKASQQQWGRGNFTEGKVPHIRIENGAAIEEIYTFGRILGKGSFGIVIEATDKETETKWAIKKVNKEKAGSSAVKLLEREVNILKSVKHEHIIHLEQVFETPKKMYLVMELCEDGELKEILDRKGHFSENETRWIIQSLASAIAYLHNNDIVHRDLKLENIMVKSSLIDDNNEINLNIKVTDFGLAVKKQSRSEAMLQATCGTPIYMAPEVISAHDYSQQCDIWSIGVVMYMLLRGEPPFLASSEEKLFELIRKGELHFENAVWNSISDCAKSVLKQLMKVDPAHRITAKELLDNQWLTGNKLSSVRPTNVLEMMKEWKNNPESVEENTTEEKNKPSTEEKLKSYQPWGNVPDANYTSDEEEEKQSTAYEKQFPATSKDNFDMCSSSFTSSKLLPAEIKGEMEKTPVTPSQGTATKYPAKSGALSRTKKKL
KCNQ2 block = KCNQ2 potassium channel inhibitors, primary screen, cell-based, CHO-K1, FluxOR thallium flux, B-score (AID 2156) | O88943 | 20 min; stronger effect = lower value | 1.1% of 310,000 active | B-score at 10 µM;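 active means fluorescence ratio B-score at most minus 3 library SDs, with starting brightness B-score within 2 library SDs, cut at about -5.5 in these data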
OX1R FRET antag = antagonists of human orexin 1 receptor (OX1R). inhibition, % at 6.6 µM. AID 485270. OX1R-expressing cells, FRET antagonist read-out. 1.8% of 330,000 active. O43613; in the data active means inhibition mostly above about 38%, no sharp cut-off; inactive means mostly below about 40%;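 further: 0% = agonist challenge alone and 100% = reference antagonist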
Target sequence (O43613 whole entry, looked up): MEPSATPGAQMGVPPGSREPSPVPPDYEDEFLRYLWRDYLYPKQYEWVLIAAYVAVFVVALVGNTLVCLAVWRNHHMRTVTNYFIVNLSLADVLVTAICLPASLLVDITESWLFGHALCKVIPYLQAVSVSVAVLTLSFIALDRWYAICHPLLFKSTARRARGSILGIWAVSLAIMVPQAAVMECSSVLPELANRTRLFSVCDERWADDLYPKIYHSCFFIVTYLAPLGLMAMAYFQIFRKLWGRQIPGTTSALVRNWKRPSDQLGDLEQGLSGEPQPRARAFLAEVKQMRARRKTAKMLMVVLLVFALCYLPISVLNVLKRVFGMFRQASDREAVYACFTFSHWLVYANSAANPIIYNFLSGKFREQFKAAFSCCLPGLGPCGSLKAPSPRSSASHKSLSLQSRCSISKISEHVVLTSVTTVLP
An asterisk follows results filed as active; i = inactive; nt = no result given. No enrichment for hits; 2.7% or so of the library scored in one or more.

Fields – STK33 kinase inh	KCNQ2 block	OX1R FRET antag
> CCC(C)(C)n1nnnc1C(c1ccc2ncccc2c1)N1CCN2CCCC2C1 (stereo not given)
  -0.5	i	12
> O=C(NCc1ccccc1)C1=C[C@@H](c2ccc(C(F)(F)F)cc2)C[C@@H](OCc2ccc(CO)cc2)O1
  1.4	-7.5*	20
> O=C1/C(=C/c2ccc(N3CCCC3)cc2)NC(=S)N1C1CC1
  -1.6	i	17
> S=C(NCCc1ccccn1)NC1CCCCC1
  0.6	i	14
> CC(C)C(C)NC(=O)COc1ccc([N+](=O)[O-])cc1Cl (stereo not given)
  nt	i	17
> COc1ccccc1NC(=O)CSc1nnc(C2CCCCC2)n1-c1ccccc1
  1.6	i	7
> Cc1nc(C)c(C(=O)C2=C(O)C(=O)N(CCN3CCOCC3)C2c2cccnc2)s1 (stereo not given)
  -1.2	i	21
> Cc1cc(C)n(-c2cc(=O)n(C)c(=O)n2C)n1
  -0.4	i	10
> Cc1cccc(N2N=C(C(=O)N3Cc4ccccc4CC3C(N)=O)CCC2=O)c1 (stereo not given)
  -0.5	nt	6
> C[C@H](CO)N1C[C@H](C)[C@@H](CN(C)Cc2ccc(Cl)c(Cl)c2)Oc2c(NS(=O)(=O)c3cn(C)cn3)cccc2C1=O
  -0.3	nt	4
> Cc1cccc2cc(C3CC(c4ccco4)=NN3C(=O)CCC(=O)O)c(Cl)nc12 (stereo not given)
  -1.1	i	11
> COc1cc(CN(C)CCc2ccccn2)cc(OC)c1OC
  0.5	i	50
> O=[N+]([O-])c1ccc(N2CCNCC2)c(S(=O)(=O)N2CCOCC2)c1
  -1.3	i	27
> Brc1ccccc1-c1nnc(COc2cccc3cccnc23)o1
  2.2	i	32
> CN(C)CCCN(C(=O)COc1ccccc1)c1nc2cc3c(cc2s1)OCO3
  -0.9	i	15
> CN(C)CCCNc1c2c(nc3cc(-c4cccc(F)c4)nn13)CCC2
  -1.1	i	1
> CC[C@@H](C)[C@@H](C(=O)N1CCNCC1)n1cc(CCC(=O)O)nn1
  -1.2	i	10
> COc1ccc(N/C(=C2\CCCC2=O)C2CCCCC2)cc1
  0.9	i	9
> COc1ccc(OC)c(-c2oc3ccccc3c(=O)c2O)c1
  0.0	i	10
> COc1ccc(NC(=O)COC(=O)C(NC(=O)c2ccc(C)cc2)C(C)C)cn1 (stereo not given)
  -1.1	nt	10
> COc1ccc(CNc2oc(Cc3cccc4ccccc34)nc2C#N)cc1
  -1.3	i	18
> COc1ccc(NC(=O)c2csc3c2CCCCC3)c(OC)c1
  -0.6	i	23
> CCOc1cc(N2CCOCC2)c(OCC)cc1NC(=O)CN1CCCC(C)C1 (stereo not given)
  -0.2	i	3
> N#Cc1cc2ccccc2n2nnnc12
  -0.4	i	40
> COc1ccc(CCNC(=O)CN2CCN(S(=O)(=O)c3ccc(Cl)cc3)CC2)cc1OC
  -1.0	i	9
> COC(=O)C1=C(C)N(C)C(=S)N(C)C1c1cccc(Br)c1 (stereo not given)
  -0.8	i	23
> C=CC[C@@H](CC(=O)OC(C)(C)C)C(=O)OC[C@H]1CCCN1C(=O)[C@@H](CC=C)CC(=O)N(CCO)Cc1ccccc1
  -0.8	nt	0
> COCc1cc(=O)[nH]c(Nc2nc(C)c3cc(OC)ccc3n2)n1
  -0.2	i	1
> Cc1ccc(S(=O)(=O)/N=C2/NC(=O)/C(=C/c3ccccn3)S2)cc1
  -1.3	i	17
> Cc1nnc(SCC(=O)c2c(N)n(C3CC3)c(=O)[nH]c2=O)n1-c1ccccc1
  -0.7	nt	-2
> COC(=O)c1cc(=O)n(-c2c(Cl)cc(C(F)(F)F)cc2Cl)[nH]1
  -0.8	i	7
> COc1ccc(-n2nnnc2-c2ccc(S(C)(=O)=O)cc2Cl)cc1
  -0.9	i	6
> CN(C)S(=O)(=O)c1ccc(N2CCCC2)c(C(=O)Nc2nc3c(ccc4ccccc43)s2)c1
  1.3	i	29
> O=C(NCCN1CCCCC1)c1cc(COc2c(F)cccc2F)on1
  -0.1	i	15
> CCN1CCN(S(=O)(=O)c2ccc(Cl)c(C(=O)N(C)Cc3ccc(Cl)cc3Cl)c2)CC1
  -1.6	i	3
> COc1cc2c(cc1NC(=O)CSc1ccccn1)oc1ccccc12
  -2.4	i	10
> Cc1ccc(C)c(N2CCN(C(=O)c3cc(S(=O)(=O)N4CCCC4)cn3C)CC2)c1
  -0.6	i	-1
> Cc1cc(NC(=O)CCC(=O)N(Cc2ccco2)C2(C(=O)NC3CCCC3)CCCCC2C)no1 (stereo not given)
  -0.8	i	4
> COc1ccc(C2C(C#N)=C(N)Oc3cc(N)ccc32)cc1 (stereo not given)
  0.1	i	nt
> CCC(C)(C)C(=O)Nc1nnc(CCc2ccccc2)s1
  -1.0	i	-5
> O=C(C1=NN(c2ccccc2)C2C(=O)N(c3ccccc3)C(=O)C12)c1ccccc1 (stereo not given)
  -0.7	i	9
> COc1cc(NC(=O)Cc2ccc(S(=O)(=O)N3CCOCC3)s2)c(OC)cc1Cl
  -0.3	i	4
> O=C(COc1ccc([N+](=O)[O-])cc1Cl)N1CCc2ccccc21
  -1.7	nt	9
> COc1ccccc1CNC(=O)CCNS(=O)(=O)c1ccc2c(c1)oc(=O)n2C
  -0.7	i	9
> CCCOC(=O)CCCN1C(=O)/C(=C2\SC(=S)N(CCCC(=O)OCCC)C2=O)SC1=S
  -0.6	i	3
> C=CCNCCCCOc1ccc(Br)cc1C
  -0.9	i	2
> Cc1cc(N/N=C/c2ccccc2Cl)nc(NCc2ccccc2)n1
  -1.2	-6.4*	20
> COc1cccc(C(=O)NCc2nnc(SCC(=O)Nc3nccs3)n2-c2ccccc2)c1
  -0.6	i	2
> C#CCN1CC(C)/C(=N/O)CC1C (stereo not given)
  1.5	i	16
> COc1ccc(C(=O)COC(=O)Cc2c[nH]c3ccccc23)c(OC)c1
  0.1	i	17

(continued)
Fields – STK33 kinase inh	KCNQ2 block	OX1R FRET antag
> O=S(=O)(Cc1noc(-c2ccccc2Cl)n1)c1ccccn1
  1.1	i	8
> Cc1cc(C)n(-c2ccc(C(=O)OCC(=O)Nc3cc(S(C)(=O)=O)ccc3Cl)cc2)n1
  -0.4	nt	12
> Cc1nn(CC(=O)c2ccc(Br)s2)c(C)c1[N+](=O)[O-]
  -1.3	i	7
> COc1cc(C#Cc2c(-c3ccccc3OC)oc3ccccc23)cc(OC)c1
  1.4	nt	7
> CCC(Oc1ccccc1)C(=O)N1CCN(c2ccccn2)CC1 (stereo not given)
  0.3	i	-1
> Cc1oc2c(CN3CCCC3)c(O)ccc2c(=O)c1-c1ccc(Cl)cc1
  2.1	i	14
> NC(=O)c1c(NC(=O)c2cc3ccccc3o2)sc2c1CCC2
  1.7	i	106*
> O=C(CC(CC(=O)c1ccc(Cl)cc1)c1ccccc1C(=O)O)c1ccc(Cl)cc1
  -5.7	i	5
> CCOc1c(Br)cc(CNc2ccc(N3CCN(C(C)=O)CC3)cc2)cc1OC
  -1.3	i	32
> Cc1ccccc1NC(=O)c1cccc(OCc2c(C)noc2C)c1
  -0.4	i	22
> COc1ccc(C2C(C#N)=C(C)NC3=C2C(=O)CC(C)(C)C3)c(OC)c1 (stereo not given)
  -0.6	i	13
> Cc1ccc(S(=O)(=O)NCC(=O)Nc2ccc3c(c2)OCO3)cc1
  -1.3	i	1
> O=C(NCc1ccco1)/C(=C/c1ccc(Br)cc1)NC(=O)c1ccco1
  -0.1	i	18
> Cc1nc(C(=O)N2CCOCC2)sc1C1(C)CC(c2ccccc2)=NO1 (stereo not given)
  -1.1	i	8
> COc1ccccc1C(=O)N1CCCC(c2nc(-c3cc(OC)c(OC)c(OC)c3)no2)C1 (stereo not given)
  -1.3	i	16
> O=C1c2ccccc2C(=O)N1CC#CCN1CCN(C2CCCCC2)CC1
  -0.9	i	24
> CCCCn1nnnc1NCc1cccnc1
  -0.6	i	0
> C[C@@H]1O[C@@H](Oc2c(-c3ccc(O)c(O)c3)oc3cc(O)cc(O)c3c2=O)[C@H](O)[C@H](O)[C@H]1O
  4.4	nt	2
> COc1ccc(N2C=C3C(=O)C(C)(OC(=O)CCc4ccccc4)C(=O)C=C3C=C2c2ccc(C#N)cc2)cc1 (stereo not given)
  -0.2	i	34
> Cc1ccc(C(=O)OCC(=O)NCc2cccs2)cc1S(=O)(=O)N1CCOCC1
  -1.1	i	11

Among those listed so far, 6 have two or more sulfur atoms.
Fields – STK33 kinase inh	KCNQ2 block	OX1R FRET antag
> Cc1ccc(S(=O)(=O)/N=C2/NC(=O)/C(=C/c3ccccn3)S2)cc1
  -1.3	i	17
> CN(C)S(=O)(=O)c1ccc(N2CCCC2)c(C(=O)Nc2nc3c(ccc4ccccc43)s2)c1
  1.3	i	29
> COc1cc(NC(=O)Cc2ccc(S(=O)(=O)N3CCOCC3)s2)c(OC)cc1Cl
  -0.3	i	4
> CCCOC(=O)CCCN1C(=O)/C(=C2\SC(=S)N(CCCC(=O)OCCC)C2=O)SC1=S
  -0.6	i	3
> COc1cccc(C(=O)NCc2nnc(SCC(=O)Nc3nccs3)n2-c2ccccc2)c1
  -0.6	i	2
> Cc1ccc(C(=O)OCC(=O)NCc2cccs2)cc1S(=O)(=O)N1CCOCC1
  -1.1	i	11

The list continues:
Fields – STK33 kinase inh	KCNQ2 block	OX1R FRET antag
> Cc1ccc(C(=O)NC(C)c2ccccc2)o1 (stereo not given)
  -0.5	i	3
> CN(c1ccccc1)S(=O)(=O)c1cccc(NC(=O)c2cncc(Br)c2)c1
  0.0	i	17
> O=C(COc1cccc(NC(=O)c2cccc([N+](=O)[O-])c2)c1)c1ccc(Br)cc1
  -1.3	i	54
> Cc1nnc(SCC(=O)NCc2ccccc2Cl)[nH]c1=O
  -0.9	i	6
> CC(C)(C)OC(=O)N/N=C\c1ccc(OC(=O)c2ccco2)cc1
  -2.3	i	10
> CC(=O)Nc1ccc(-c2nc3ccccc3c(=O)o2)cc1
  1.3	i	6
> COc1ccc(OCC(=O)NC2CCCN(Cc3ccc(Cl)cc3)C2)cc1 (stereo not given)
  -1.4	i	2
> CCn1c(Cc2ccccc2)nnc1SCC(=O)Nc1ccc(OC)cc1
  -1.1	i	24
> COc1ccccc1OCCOCCN1CCCC1
  -0.8	i	13
> CC(C)(C)NC(=O)N1CCN(c2nc3ccc(Cl)cc3s2)CC1
  1.6	i	-4
> CC(C)c1ccc(C(=O)N2CCN(CCO)CC2)cc1
  -0.9	i	12
> CC1CN(C(=O)c2cc(S(=O)(=O)N3CCCC3)c(Cl)cc2Cl)CC(C)O1 (stereo not given)
  -1.2	i	21
> CN(CP(=O)(O)C(O)c1ccccc1)S(C)(=O)=O (stereo not given)
  -1.8	i	-7
> O=c1c2ccccc2n2nnnc2n1-c1ccccc1
  -0.5	i	27
> CCN(CC)C(=O)Oc1ccc(Br)cc1C(=O)Nc1ccc(F)c(Cl)c1
  -0.1	i	19
> O=C(NCCc1ccc(Cl)cc1)c1ccc2nc(N3CCOCC3)sc2c1
  0.3	i	18
> COc1ccc(C)cc1N(CC(=O)NC(C)c1ccccc1)S(C)(=O)=O (stereo not given)
  -0.2	i	24
> Cc1ccc(N(CCCCN2C(=O)c3ccccc3C2=O)C(=O)c2cccs2)cc1
  0.9	i	10
> O=C(N/N=C/c1ccc(O)c(O)c1)N/N=C/c1ccc(O)c(O)c1
  24	i	nt
> CCOC(=O)N1CCN(C(=O)c2cn(CC(C)C)c(=O)c3c2c2ccccc2n3C)CC1
  -0.2	i	5
> C=CCn1c(-c2cc(-c3ccccc3)sc2N)n[nH]c1=S
  -0.6	i	12
> COc1cccc(OC)c1C(=O)OCC(=O)NCCCc1ccccc1
  -2.6	i	13
> CCN(CC)S(=O)(=O)c1ccc(Cl)c(NC2=NCCCCC2)c1
  0.7	i	21
> Cc1c(NC(=O)CSc2nnc(-c3cccnc3)n2N)c(=O)n(-c2ccccc2)n1C
  -1.4	nt	0
> Cc1ccc(C(C)(C)C)c(OCCOCCN2CCCC2)c1
  -0.5	i	4
> Cc1ccc(OCC(=O)Nc2ccc(CN3CCOCC3)cc2)cc1C
  -0.2	i	20
> O=C(NCc1ccco1)c1ccc(-c2ccccc2Cl)o1
  0.5	-7.1*	3
> Cc1ccc(S(=O)(=O)NCCC(=O)Nc2ccc(C)cc2C(=O)c2ccccc2)cc1
  -0.3	i	30
> Cc1ccc(-c2csc3ncnc(NS(=O)(=O)c4ccc(Cl)cc4)c23)cc1
  -0.6	i	15
> COc1cc2cncc(Cc3ccc(Cl)cc3)c2cc1OC
  1.3	nt	9
> COCCN(CCOC)C(=O)Nc1ccc(Cl)cc1
  0.0	i	19
> COc1ccc(C(=O)NCC(=O)N/N=C/c2cccnc2)cc1
  -0.5	i	13
> Cc1noc(C)c1COc1ccc(C(=O)N2CCCC(C(F)(F)F)C2)cc1 (stereo not given)
  -1.3	i	5
> CCCCc1cc(=O)oc2c(CN(C)C)c(O)ccc12
  1.7	i	20
> OCC[C@@H]1C[C@H](O)[C@@H](O)[C@]2(OCCc3ccccc32)O1
  -1.7	i	8
> C=CCSc1nc(-c2ccccc2)c(C#N)c(=O)[nH]1
  -1.5	i	26
